OXTR agonist = human OXTR agonism | CHO-OTR cells, Fluo-8 calcium fluorescence; normalized: DMSO 0%, oxytocin 100% | AID 2435 | activation, % at 3 µM | P30559 | 0.32% of 320,000 active;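 active = activation above the mean of all tested compounds plus 3 SD, cutoff set per screening run, cut at about 20% in these data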;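 note: peak over basal fluorescence ratio from a 100 s FLIPR kinetic read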
OXTR potentiator = human OXTR potentiation. CHO-OTR cells, Fluo-8 calcium fluorescence, potentiator mode; 0% = oxytocin EC15, 100% = EC100. activation, % at 3 µM. 0.061% of 320,000 active. AID 2445;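 active = activation above that plate's cutoff, the mean activation of tested compounds plus 3 SD, cut at about 6.6% in these data, passing the limit was not always enough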;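 note: 100% uses oxytocin at 75 nM as the full agonist control; some results filed as inactive read as strong as hits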
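Material: CHO-OTR cells, human receptor; compound dosing: single dose, 3.0 µM nominal final compound concentration; schedule: 6 min compound pre-incubation at room temperature, 100 s kinetic read; measured by: kinetic Fluo-8 calcium fluorescence; read-out basis: % activation vs EC15 and EC100 oxytocin; controls: EC15 oxytocin alone as 0%, 75 nM oxytocin as 100%; replicates: singlicate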
MEKK2wt PB1 HTS = raises or lowers MEK5 binding to wildtype human MEKK2 PB1 domain. 1.1% of 290,000 active. bead flow cytometry, Alexa488-MEK5 binding to MEKK2 WT; actives lie on both sides. binding response (% of control), % at 10 µM. Q9Y2U5. AID 1531; in the data active = binding response below about 67% or above about 130%
GPR7 antagonist = blocks human GPR7 receptor signaling | 1.1% of 290,000 active | GPR7-expressing cells, fluorescence antagonist assay | P48145 | inhibition, % at 4.4 µM; in the data active = inhibition above about 16%, passing the limit was not always enough;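 note: cells stimulated with the agonist NPW; 0% = agonist with vehicle and 100% = vehicle without agonist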
Target sequence (P48145 whole entry, looked up): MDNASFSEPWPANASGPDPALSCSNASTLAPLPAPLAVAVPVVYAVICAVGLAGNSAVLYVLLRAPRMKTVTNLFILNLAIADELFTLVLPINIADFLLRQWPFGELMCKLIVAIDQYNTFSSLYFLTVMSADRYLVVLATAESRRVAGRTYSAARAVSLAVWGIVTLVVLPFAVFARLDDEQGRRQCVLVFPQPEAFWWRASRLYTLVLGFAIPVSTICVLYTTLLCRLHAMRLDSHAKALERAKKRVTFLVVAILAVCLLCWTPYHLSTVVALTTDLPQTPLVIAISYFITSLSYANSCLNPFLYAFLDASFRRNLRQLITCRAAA
NALP1 inh = NALP1 inhibition; inhibition, % at 10 µM; 0.61% of 280,000 active; S. cerevisiae NALP1/ASC/caspase-1 growth, X-gal OD620, 72 h; AID 2071; in the data active = inhibition mostly above about 24%, no sharp cut-off; inactive = mostly below about 32%; note: some compounds called inactive have numbers as strong as hits
PfM18AAP inh = PfM18AAP enzyme inhibition; 1.2% of 290,000 active; inhibition, % at 7.35 µM; recombinant PfM18AAP, H-Glu-NHMec fluorogenic cleavage; AID 1822;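 active = inhibition above the campaign mean inhibition over all tested compounds plus 3 SD, cut at about 28% in these data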;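 note: 0% = plate median of test compound wells and 100% = 2 mM ZnCl2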
MEKK2mut PB1 HTS = signal of MEK5 binding to mutant human MEKK2 PB1 domain. bead flow cytometry, Alexa488-MEK5 binding to MEKK2 mutant. percent response, % at 10 µM. 0.35% of 290,000 active; in the data active = percent response above about 24%, passing the limit was not always enough; note: inactives centre near 1; some results filed as inactive read as strong as hits
V1R ag counter = V1a receptor agonism, counter-screen for OXTR agonists. P37288. CHO-V1R cells, Fluo-8 calcium fluorescence, agonist mode; 0% DMSO, 100% 3 nM vasopressin. activation, % at 3 µM. 0.25% of 320,000 active;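 active = activation above the mean activation of all tested compounds plus 3 SD, per screening run, cut at about 20% in these data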;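 note: signal is peak over basal fluorescence ratio across a 100 second FLIPR read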
Target sequence (P37288 whole entry, looked up): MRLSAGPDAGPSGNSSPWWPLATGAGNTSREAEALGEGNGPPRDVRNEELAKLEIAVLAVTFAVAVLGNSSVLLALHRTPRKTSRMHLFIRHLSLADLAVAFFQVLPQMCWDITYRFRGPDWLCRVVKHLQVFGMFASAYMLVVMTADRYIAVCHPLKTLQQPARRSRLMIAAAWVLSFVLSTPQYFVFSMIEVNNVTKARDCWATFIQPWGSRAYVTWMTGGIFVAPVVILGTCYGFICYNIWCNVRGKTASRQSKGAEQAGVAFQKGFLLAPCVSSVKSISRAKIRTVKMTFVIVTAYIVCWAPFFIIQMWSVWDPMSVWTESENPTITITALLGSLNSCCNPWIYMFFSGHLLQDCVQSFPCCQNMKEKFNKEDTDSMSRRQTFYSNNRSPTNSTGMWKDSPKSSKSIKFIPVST
GalR3 antag = human GalR3 antagonism. O60755. HEK293 GalR3-CNG cAMP membrane potential fluorescence; galR3 body fused to GalR1 C-terminus. inhibition, % at 3 µM. 0.44% of 360,000 active. AID 651719;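 active = inhibition above the screen-wide average plus 3 SD, cut at about 13% in these data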;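 note: forskolin and galanin both at EC90 stimulate the cells; cAMP rise reported by CNG channel membrane potential dye signal; 0% = forskolin plus galanin with DMSO and 100% = forskolin alone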
Target sequence (O60755 1-299 limits assumed): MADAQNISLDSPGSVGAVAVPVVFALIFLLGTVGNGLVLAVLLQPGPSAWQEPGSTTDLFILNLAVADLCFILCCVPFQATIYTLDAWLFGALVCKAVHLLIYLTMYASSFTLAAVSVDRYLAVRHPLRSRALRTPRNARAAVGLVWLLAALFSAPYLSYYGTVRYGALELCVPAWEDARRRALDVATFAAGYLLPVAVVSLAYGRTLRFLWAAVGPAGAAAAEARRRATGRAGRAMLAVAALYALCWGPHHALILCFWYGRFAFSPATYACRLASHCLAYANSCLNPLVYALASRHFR
* = called active by the depositor.

For COc1cc(Sc2ccc(C)cc2)c(OC)cc1N the results were OXTR agonist -1.3, OXTR potentiator 3, MEKK2wt PB1 HTS 73, GPR7 antagonist 7, NALP1 inh 2, PfM18AAP inh 1, MEKK2mut PB1 HTS -8, V1R ag counter -1.3 and GalR3 antag 7.
Cc1ccc(C(C(=O)NCC2CCCO2)N(Cc2ccccc2F)C(=O)Cn2nnc(-c3cccs3)n2)cc1 (stereo not drawn) was read as OXTR agonist -0.8, OXTR potentiator -12, MEKK2wt PB1 HTS 95, GPR7 antagonist 1, NALP1 inh -9, PfM18AAP inh 1, MEKK2mut PB1 HTS -8, V1R ag counter 1.1 and GalR3 antag -5.
Screening COc1ccc(S(=O)(=O)Nc2cccc(NC(C)=O)c2)cc1 returned OXTR agonist 0.9, OXTR potentiator -8, MEKK2wt PB1 HTS 93, GPR7 antagonist -8, NALP1 inh 10, PfM18AAP inh 2, MEKK2mut PB1 HTS -2, V1R ag counter 0.3 and GalR3 antag -7.
`CCc1cccc(NC(=S)N(CCOC)C2CCN(C(C)=O)CC2)c1` gave OXTR agonist 0.3, OXTR potentiator -7, MEKK2wt PB1 HTS 118, GPR7 antagonist -6, NALP1 inh -54, PfM18AAP inh 4, MEKK2mut PB1 HTS 34*, V1R ag counter 0.4 and GalR3 antag -4.
Screening CC(=O)Nc1cc(C(=O)NCCN2CCN(Cc3ccccc3)CC2)ccc1Sc1ccc(C)cc1 returned OXTR agonist 0.9, OXTR potentiator -2, MEKK2wt PB1 HTS 119, GPR7 antagonist -2, NALP1 inh 6, PfM18AAP inh 2, MEKK2mut PB1 HTS 11, V1R ag counter 3.1 and GalR3 antag -6.
For CC1(C)Cc2c(sc(NC(=O)Cc3ccccc3)c2C#N)CO1 the results were OXTR agonist -1.4, OXTR potentiator -10, MEKK2wt PB1 HTS 78, GPR7 antagonist -3, NALP1 inh 8, PfM18AAP inh -4, MEKK2mut PB1 HTS -15, V1R ag counter -0.9 and GalR3 antag -4.
Screening CCCc1cc(=O)oc2c(C)c(O)c(CN3CCCCC3)cc12 returned OXTR agonist -0.6, OXTR potentiator -1, MEKK2wt PB1 HTS 93, GPR7 antagonist 12, NALP1 inh 13, PfM18AAP inh 1, MEKK2mut PB1 HTS -6, V1R ag counter -1.0 and GalR3 antag -3.
Screening COc1cc(OC)cc(C(=O)NCc2ccc3c(c2)cc(C)n3C)c1 returned OXTR agonist 1.2, OXTR potentiator -6, GPR7 antagonist 2, NALP1 inh -1, PfM18AAP inh -1, MEKK2mut PB1 HTS -21, V1R ag counter 2.0 and GalR3 antag 4.
Screening Nc1nonc1-c1nc2ccccc2n1Cc1ccccc1 returned OXTR agonist -2.3, OXTR potentiator -12, MEKK2wt PB1 HTS 106, GPR7 antagonist -8, NALP1 inh -18, PfM18AAP inh 3, MEKK2mut PB1 HTS 4, V1R ag counter 0.6 and GalR3 antag 1.
CCOC(=O)c1ccc(Nc2ccc([N+](=O)[O-])cn2)cc1 was read as OXTR agonist -0.7, OXTR potentiator -5, MEKK2wt PB1 HTS 103, GPR7 antagonist 13, NALP1 inh 22, PfM18AAP inh 1, MEKK2mut PB1 HTS -2, V1R ag counter 2.3 and GalR3 antag -1.
O=C(COC(=O)CCNS(=O)(=O)c1ccccc1F)Nc1nnc(-c2ccccc2)o1 was read as OXTR agonist -0.1, OXTR potentiator -6, V1R ag counter 0.8 and GalR3 antag 2.
Screening CN1CCc2c(sc(NC(=O)c3ccco3)c2C(N)=O)C1 returned OXTR agonist -1.1, OXTR potentiator -3, MEKK2wt PB1 HTS 106, GPR7 antagonist -14, NALP1 inh 12, PfM18AAP inh 4, MEKK2mut PB1 HTS -2, V1R ag counter -1.6 and GalR3 antag -2.
Screening CC(C)c1cc(N=NC(N)=O)cc(C(C)C)c1O returned OXTR agonist -2.1, OXTR potentiator -4, MEKK2wt PB1 HTS 97, GPR7 antagonist -10, NALP1 inh -14, PfM18AAP inh 10, MEKK2mut PB1 HTS 0, V1R ag counter -0.5 and GalR3 antag 0.
Screening C/C(=N/NC(=O)CNC(=O)c1cccc(F)c1)c1ccc2c(c1)CCCC2 returned OXTR agonist -1.8, OXTR potentiator 4, MEKK2wt PB1 HTS 102, GPR7 antagonist -10, NALP1 inh 9, PfM18AAP inh 5, MEKK2mut PB1 HTS -1, V1R ag counter -0.8 and GalR3 antag -7.
O=C(CCN1C(=O)/C(=C\c2cccs2)SC1=S)Nc1ccc(C(=O)O)cc1 was read as OXTR agonist 2.2, OXTR potentiator -5, MEKK2wt PB1 HTS 97, GPR7 antagonist -9, NALP1 inh 1, PfM18AAP inh 7, MEKK2mut PB1 HTS 3, V1R ag counter 0.9 and GalR3 antag -2.
Screening O=C(Nc1cc(Sc2nc3ccccc3s2)cc([N+](=O)[O-])c1)c1cccc(F)c1F returned OXTR agonist 0.5, OXTR potentiator -8, MEKK2wt PB1 HTS 118, GPR7 antagonist -5, NALP1 inh 15, PfM18AAP inh -8, MEKK2mut PB1 HTS 30, V1R ag counter 1.6 and GalR3 antag -1.
CC(C)Oc1ccc(C(=O)NNC(=O)c2ccccc2C(=O)O)cc1 was read as OXTR agonist -1.5, OXTR potentiator -8, MEKK2wt PB1 HTS 106, GPR7 antagonist -5, NALP1 inh 37, PfM18AAP inh -9, MEKK2mut PB1 HTS 14, V1R ag counter 0.5 and GalR3 antag 0.
Screening Clc1ccccc1-c1nc2ccccc2c2nc3ccccc3n12 returned OXTR agonist -2.1, OXTR potentiator -5, MEKK2wt PB1 HTS 103, GPR7 antagonist -3, NALP1 inh 16, PfM18AAP inh -9, MEKK2mut PB1 HTS 0, V1R ag counter -0.2 and GalR3 antag -10.
For CC(=O)n1cc([C@@H]2C=C(C(=O)Nc3ccccc3)O[C@H](OCCCCO)C2)c2ccccc21 the results were OXTR agonist 5.0, OXTR potentiator -7, MEKK2wt PB1 HTS 93, GPR7 antagonist 14, NALP1 inh 14, PfM18AAP inh 0, MEKK2mut PB1 HTS 5, V1R ag counter 0.6 and GalR3 antag -6.
O=C(CSc1nnc(Cn2c(=O)sc3ccccc32)n1-c1ccccc1)NCC1CCCO1 (stereo not drawn) was read as OXTR agonist -0.5, OXTR potentiator -1, MEKK2wt PB1 HTS 104, GPR7 antagonist -11, NALP1 inh 16, PfM18AAP inh 7, MEKK2mut PB1 HTS 8, V1R ag counter -0.1 and GalR3 antag 2.
`O=C(OCc1nc(-c2ccccc2)oc1COC(=O)c1ccco1)c1ccco1` gave OXTR agonist 3.5, OXTR potentiator -3, MEKK2wt PB1 HTS 95, GPR7 antagonist -5, NALP1 inh 1, PfM18AAP inh -10, MEKK2mut PB1 HTS 0, V1R ag counter 3.2 and GalR3 antag -5.
`CCCCn1c(=NC(=O)c2ccco2)c(C(=O)OCC)cc2c(=O)n3cccc(C)c3nc21` gave OXTR agonist -0.3, OXTR potentiator -5, MEKK2wt PB1 HTS 87, GPR7 antagonist -5, NALP1 inh 27, PfM18AAP inh 14, MEKK2mut PB1 HTS -18, V1R ag counter 0.5 and GalR3 antag -3.
Screening O=C(COC(=O)/C=C/c1cc(Br)ccc1F)NC1CC1 returned OXTR agonist 6.1, OXTR potentiator -4, V1R ag counter 4.8 and GalR3 antag -5.
`CCCCOc1ccc(CSC(=N)N)cc1Cl` gave OXTR agonist 20, OXTR potentiator -10, MEKK2wt PB1 HTS 133, GPR7 antagonist 0, NALP1 inh 6, PfM18AAP inh 3, MEKK2mut PB1 HTS 31, V1R ag counter 10 and GalR3 antag 2.
CCOC(=O)c1[nH]c(C)c(C(=O)N2CCN(c3ccc(F)cc3)CC2)c1C was read as OXTR agonist 1.8, OXTR potentiator -3, MEKK2wt PB1 HTS 101, GPR7 antagonist -4, NALP1 inh -4, PfM18AAP inh -9, MEKK2mut PB1 HTS 8, V1R ag counter 1.0 and GalR3 antag -8.
For O=[N+]([O-])c1nn(-c2ccccc2)[n+]([O-])c1N1CCN(c2ccccc2)CC1 the results were OXTR agonist -0.4, OXTR potentiator 4, MEKK2wt PB1 HTS 100, GPR7 antagonist 6, NALP1 inh 0, PfM18AAP inh -12, MEKK2mut PB1 HTS 3, V1R ag counter 0.4 and GalR3 antag 4.
O=[N+]([O-])c1ccc(N2CCN(c3ccccc3O)CC2)cc1 was read as OXTR agonist 1.5, OXTR potentiator -1, MEKK2wt PB1 HTS 104, GPR7 antagonist -10, NALP1 inh 8, PfM18AAP inh 6, MEKK2mut PB1 HTS 2, V1R ag counter 1.6 and GalR3 antag -8.
For O=C1NCCN(Cc2cccc(Oc3ccccc3)c2)C1CC(=O)N1CCCCC1 (stereo not drawn) the results were OXTR agonist 0.1, OXTR potentiator -10, MEKK2wt PB1 HTS 116, GPR7 antagonist -5, NALP1 inh 21, PfM18AAP inh 13, MEKK2mut PB1 HTS 7, V1R ag counter 2.3 and GalR3 antag 2.
For COc1ccc(/C=C/C(=O)NCc2ccc(F)cc2)cc1S(=O)(=O)N1CCOCC1 the results were OXTR agonist -1.1, OXTR potentiator -13, MEKK2wt PB1 HTS 86, GPR7 antagonist -8, PfM18AAP inh -14, MEKK2mut PB1 HTS -5, V1R ag counter -0.1 and GalR3 antag -5.
For Nc1ccc2c(c1)CC(=O)c1ccccc1S2 the results were OXTR agonist 2.5, OXTR potentiator -3, MEKK2wt PB1 HTS 94, GPR7 antagonist -5, NALP1 inh 15, PfM18AAP inh 11, MEKK2mut PB1 HTS -2, V1R ag counter 1.0 and GalR3 antag -1.
CCCCCC(=O)NC(Nc1ccc(S(N)(=O)=O)cc1)C(Cl)(Cl)Cl (stereo not drawn) was read as OXTR agonist -1.9, OXTR potentiator 5, MEKK2wt PB1 HTS 101, GPR7 antagonist -10, NALP1 inh -14, PfM18AAP inh -2, MEKK2mut PB1 HTS -2, V1R ag counter 0.4 and GalR3 antag -9.

In the list so far, these have a nitro group on carbon.
CCOC(=O)c1ccc(Nc2ccc([N+](=O)[O-])cn2)cc1 was read as OXTR agonist -0.7, OXTR potentiator -5, MEKK2wt PB1 HTS 103, GPR7 antagonist 13, NALP1 inh 22, PfM18AAP inh 1, MEKK2mut PB1 HTS -2, V1R ag counter 2.3 and GalR3 antag -1.
Screening O=C(Nc1cc(Sc2nc3ccccc3s2)cc([N+](=O)[O-])c1)c1cccc(F)c1F returned OXTR agonist 0.5, OXTR potentiator -8, MEKK2wt PB1 HTS 118, GPR7 antagonist -5, NALP1 inh 15, PfM18AAP inh -8, MEKK2mut PB1 HTS 30, V1R ag counter 1.6 and GalR3 antag -1.
For O=[N+]([O-])c1nn(-c2ccccc2)[n+]([O-])c1N1CCN(c2ccccc2)CC1 the results were OXTR agonist -0.4, OXTR potentiator 4, MEKK2wt PB1 HTS 100, GPR7 antagonist 6, NALP1 inh 0, PfM18AAP inh -12, MEKK2mut PB1 HTS 3, V1R ag counter 0.4 and GalR3 antag 4.
O=[N+]([O-])c1ccc(N2CCN(c3ccccc3O)CC2)cc1 was read as OXTR agonist 1.5, OXTR potentiator -1, MEKK2wt PB1 HTS 104, GPR7 antagonist -10, NALP1 inh 8, PfM18AAP inh 6, MEKK2mut PB1 HTS 2, V1R ag counter 1.6 and GalR3 antag -8.
